Screening data (PubChem)
ZTA counter = blocks Epstein-Barr virus ZTA, an EBNA-1 counter-screen; ZTA-DNA binding, fluorescence polarization; inhibition, % at 11 µM; 320,000 tested, 0.15% active; AID 2234; in the data active = inhibition above about 33%
Target sequence (P03206 whole entry, looked up): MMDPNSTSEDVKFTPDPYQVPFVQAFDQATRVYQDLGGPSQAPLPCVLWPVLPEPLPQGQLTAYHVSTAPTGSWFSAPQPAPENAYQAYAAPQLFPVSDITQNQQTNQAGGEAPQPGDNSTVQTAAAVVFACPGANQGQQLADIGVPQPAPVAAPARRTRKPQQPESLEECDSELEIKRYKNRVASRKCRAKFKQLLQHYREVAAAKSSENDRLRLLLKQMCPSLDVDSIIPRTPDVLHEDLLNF
BCLXL inh = inhibitors of human Bcl-xL, primary screen, biochemical, fluorescence polarization, HTS. Bcl-2-like protein 1 (Homo sapiens), Q07817. GST-Bcl-xL / FITC-Bim BH3 peptide fluorescence polarization. inhibition, % at 10.9 µM. 320,000 tested, 0.7% active. AID 2129, 2009;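 active = inhibition above the mean of all tested compounds plus 3 SD, cutoff set per campaign, cut at about 30% in these data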;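 note: 0% = DMSO wells and 100% = unlabeled Bim-BH3 peptide competitor; inhibitors lower millipolarization by displacing the labeled peptide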
Target sequence (Q07817 whole entry, looked up): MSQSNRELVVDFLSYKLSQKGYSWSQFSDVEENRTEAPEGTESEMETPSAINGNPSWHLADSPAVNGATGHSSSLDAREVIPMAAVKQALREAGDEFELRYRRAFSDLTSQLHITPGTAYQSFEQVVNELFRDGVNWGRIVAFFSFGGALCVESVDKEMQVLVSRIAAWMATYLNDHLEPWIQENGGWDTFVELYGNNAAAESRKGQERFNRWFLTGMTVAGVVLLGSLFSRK
GLD-1 TGE inh = GLD-1/TGE RNA complex disruptors, primary screen, biochemical, fluorescence polarization; 320,000 tested, 0.44% active; Female germline-specific tumor suppressor gld-1 (Caenorhabditis elegans), Q17339; inhibition, % at 5.96 µM; AID 2280, 2010; purified GLD-1 + fluorescein TGE RNA;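 active = percent inhibition above a per-plate cutoff, the plate mean of test compounds plus 3 SD, cut at about 30% in these data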;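 note: 0% = DMSO wells with GLD-1 and probe and 100% = wells lacking GLD-1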
Target sequence (Q17339 whole entry, looked up): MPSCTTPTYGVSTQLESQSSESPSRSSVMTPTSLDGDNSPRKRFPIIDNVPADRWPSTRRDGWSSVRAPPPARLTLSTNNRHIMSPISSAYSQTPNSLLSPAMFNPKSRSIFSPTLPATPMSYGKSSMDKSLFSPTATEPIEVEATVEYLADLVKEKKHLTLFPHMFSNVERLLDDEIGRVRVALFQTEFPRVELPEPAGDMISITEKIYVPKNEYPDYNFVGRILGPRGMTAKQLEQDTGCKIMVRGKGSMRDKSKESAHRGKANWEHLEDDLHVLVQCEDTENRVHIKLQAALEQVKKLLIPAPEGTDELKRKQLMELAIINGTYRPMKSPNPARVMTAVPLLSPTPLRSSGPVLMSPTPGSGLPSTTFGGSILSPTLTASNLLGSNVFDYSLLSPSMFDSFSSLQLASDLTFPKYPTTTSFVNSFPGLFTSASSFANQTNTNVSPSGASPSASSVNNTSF
EBNA-1 inh = EBNA-1 DNA-binding inhibitors, primary screen, biochemical, fluorescence polarization; 300,000 tested, 0.34% active; AID 1950, 2009; inhibition, % at 14.8 µM; in the data active = inhibition above about 28%
MEX-5 binding = MEX-5 zinc finger RNA-binding disruptors – biochemical, C. elegans, fluorescence polarization, MLPCN library, primary screen. MEX-5/FITC-TCR2 RNA binding; active compounds read low. 300,000 tested, 0.38% active. AID 1832, 2009. activity score (negative = inhibition of binding), % at 10 µM;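 active = inhibition past about -25% in most replicates, and total fluorescence under double the plate's negative control median, limit read from the data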;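 note: 0% = DMSO and -100% = 5 µM competing unlabeled TCR2 RNA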
CR mimetic SO = reduction of superoxide in aged yeast, primary screen, HTS; S. cerevisiae aged cells, superoxide DHE fluorescence; active compounds read low; superoxide response (% of plate mean), % at 10 µM; 330,000 tested, 0.18% active;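 active = superoxide response under a set limit, about three screen SD below normal, cut at about 65% in these data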;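 note: yeast aged for seven days with compound at 30 °C before DHE staining; 100% = average MFI of all compound-treated wells on the plate with controls excluded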
Efflux pump mplx = inhibitors of Candida efflux pumps in yeast, primary screen, S. cerevisiae, Nile Red, multiplex; S. cerevisiae Candida pump triplex; inhibition, % at 10 µM; 330,000 tested, 0.44% active; AID 485275, 2010;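 active = plate passing quality check with inhibition over a set limit, or well fluorescence over plate mean plus 4 SD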;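 note: Nile Red retained in pooled yeast measured as flow cytometry median fluorescence; 0% = buffer negative control and 100% = Enniatin B positive control; higher means more Nile Red kept so more efflux inhibition; some compounds called inactive have numbers as strong as hits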
MCL1 BIM primary = inhibitors of MCL1 binding to BIM-BH3, primary screen, biochemical, fluorescence polarization | Induced myeloid leukemia cell differentiation protein Mcl-1 (Homo sapiens), Q07820 | 320,000 tested, 0.68% active | GST-MCL1 / FITC-Bim-BH3 fluorescence polarization | inhibition, % at 10.9 µM;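 active = inhibition above the mean inhibition of all tested compounds plus 3 SD, set per campaign, cut at about 40% in these data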;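 note: 0% = DMSO wells and 100% = unlabeled Bim-BH3 peptide control; higher means more loss of mP so more displacement of Bim peptide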
Fam108B counter = mouse Fam108B serine hydrolase inhibitors, primary screen, counter-screen for RBBP9 inhibitor project, biochemical, fluorescence polarization. recombinant Fam108B, FP-Rh probe fluorescence polarization. inhibition, % at 9.51 µM. 300,000 tested, 0.33% active. AID 1947, 2009;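 active = inhibition above the screen mean inhibition plus 3 SD, computed separately per campaign, cut at about 18% in these data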;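 note: inhibitors lower polarization as less probe binds the enzyme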
Active calls of the source: *; . = not tested or not shown.

Below each SMILES – ZTA counter, BCLXL inh, GLD-1 TGE inh, EBNA-1 inh, MEX-5 binding, CR mimetic SO, Efflux pump mplx, MCL1 BIM primary, Fam108B counter
1) c1ccc(CSc2n[nH]c(-c3ccco3)n2)cc1
 : -37, 7, 5, -2, ., 93, 0.0, 3, -2
2) COc1ccc(CCn2c(-c3ccccc3)nc3c(c(=O)c4ccccc4n3C)c2=O)cc1
 : 8, 3, -3, -6, 1.4, 78, 0.0, 2, 0
3) COc1ccc2nc(NC(=O)Cn3cnc4c(=O)n(C)c(=O)n(C)c43)sc2c1
 : 4, 4, 3, -5, -5.2, 109, 0.2, -3, 3
4) COc1ccc(CNC(=O)C2CCCN(S(=O)(=O)N3CC(C)CC(C)C3)C2)c(OC)c1 (centres undefined)
 : -2, 2, 3, -13, 1.5, 136, 0.2, 5, 2
5) COC(=O)c1sccc1NC(=S)N1CCCCC1
 : 24, -4, 1, 9, 0.0, 85, 0.0, 0, 0
6) CCCCc1nc2sc3c(=O)n(N)cnc3c2c2c1CCCC2
 : -12, -4, 11, -4, 1.4, 109, 0.6, 3, 2
7) COC(=O)[C@@]12CCCCN1[C@H](c1ccc(-c3cccc(Cl)c3)c(OC)c1)[C@@H]1C(=O)N(C)C(=O)[C@@H]12
 : 2, 3, 3, 4, 2.4, 101, 0.3, 10, 2
8) CC(C)(C)C(=O)N1CCN(c2nc3ccccc3o2)CC1
 : -10, 0, 10, -5, 1.1, 104, 0.1, 0, 4
9) NC(=S)Nc1cc(Cl)cc(Cl)c1
 : -4, 8, 6, -5, 0.3, 118, -0.1, 11, 2
10) Fc1ccccc1/C=N/Nc1nn[nH]n1
 : -2, 6, 3, 3, 0.3, 90, -0.1, 7, -4
11) O=C(CCCc1c[nH]c2ccccc12)NCc1ccccc1F
 : 2, 3, -1, 8, 2.0, 117, -0.1, -6, 3
12) O=C(Cn1cnc2ccccc2c1=O)NCCC(=O)N1CCN(c2ccccc2)CC1
 : 7, 0, 4, 16, -0.8, 112, 0.0, -7, 2
13) CC(C)(C)NC(=O)C(c1cccs1)N(CC1CCCO1)C(=O)Cn1nnc(-c2cccs2)n1 (centres undefined)
 : 1, 5, 9, 6, 0.9, 91, 0.1, 2, 0
14) O=C(NCC(=O)N1CCN(S(=O)(=O)c2ccc3c(c2)OCCO3)CC1)c1ccccc1Cl
 : 7, 6, 6, ., ., 103, 0.1, 9, .
15) Cc1ccc(NC(=O)CN2C(=O)NC(Cc3ccccc3)C2=O)cc1 (centres undefined)
 : -6, -7, 4, 3, -0.7, 84, -0.1, -15, 0

(listing goes on)
Below each SMILES – ZTA counter, BCLXL inh, GLD-1 TGE inh, EBNA-1 inh, MEX-5 binding, CR mimetic SO, Efflux pump mplx, MCL1 BIM primary, Fam108B counter
16) O=C(O)c1cccc(-c2ccc(/C=N/n3cnc4sc5c(c4c3=O)CCCC5)o2)c1
 : 22, 5, 7, 17, -3.1, 108, 0.1, 2, -2
17) CCOC(=O)N/N=C\c1ccc(-c2cc(Cl)ccc2Cl)o1
 : -4, 4, 4, 4, 0.5, 108, 0.0, 6, -6
18) O=C1c2ccccc2NC2(CCCCC2)N1c1ccc(O)cc1
 : -13, 2, 2, -2, -0.2, 99, -0.2, 8, 2
19) O=c1cc(O)nc(-c2ccc(Cl)cc2)s1
 : -8, 4, -6, -5, -4.1, 92, 0.2, 10, -2
20) O=C(Cn1c2ccccc2c(=O)c2ccccc21)Nc1ccccc1F
 : 1, -1, 0, 9, 3.1, 88, 17*, 9, -13
21) CC(O)CNCc1ccc(Cl)cc1Cl (centres undefined)
 : -3, 0, 2, 8, -0.9, 87, 0.0, -2, -2
22) COc1ccc(CNC(=O)C(=O)NCCC2CCCCN2S(=O)(=O)c2ccc(C)cc2)cc1 (centres undefined)
 : 9, 2, -1, -2, -0.7, 90, -0.1, 3, 0
23) CCc1ccc(OCC(=O)N2CCN=C2c2ccccc2)cc1
 : -13, -2, 2, -5, -0.5, 116, 0.1, 2, 0
24) N#Cc1ccc(C(=O)NCC2CCCCC2)cc1
 : -10, 4, 0, -12, 2.2, 107, -0.5, -7, 5
25) C[C@H](NC(=O)C1CC(=O)N(c2ccc3c(c2)OCCO3)C1)C(=O)NCc1ccco1 (some centres undefined)
 : 4, -3, 4, 5, 0.8, 93, -0.1, 5, -3
26) CCOC(=O)n1c(=O)n(Cc2ccccc2C)c2ccccc21
 : 1, -1, -4, -8, -0.4, 113, 0.3, -2, 0
27) COc1c(F)c(F)c(-c2csc(N)n2)c(F)c1F
 : -17, -5, -2, -20, 0.3, 108, 0.1, -2, 3
28) N#CC(C#N)=CC1=C2OC(c3ccccc3)=CC(c3ccccc3)=C2CCC1
 : -11, 3, 1, -5, 0.9, 104, -0.1, -2, 4
29) Cc1cc(=O)oc2c(C)c(OC(C)C(=O)N3CC[C@@]4(O)CCCC[C@H]4C3)ccc12 (some centres undefined)
 : -4, 2, -7, -1, -1.7, 93, -0.2, -1, 1
30) COc1ccc(S(=O)(=O)NNC(=O)c2cccs2)cc1
 : -7, -4, 2, -5, 1.4, 103, 0.0, -2, 2

Additional compounds follow:
Below each SMILES – ZTA counter, BCLXL inh, GLD-1 TGE inh, EBNA-1 inh, MEX-5 binding, CR mimetic SO, Efflux pump mplx, MCL1 BIM primary, Fam108B counter
31) CC(=O)NNc1nc(-c2ccc(C)cc2)cs1
 : -7, 5, -2, -4, -0.6, 101, 0.3, 4, -7
32) CCOc1ccc(C(=O)NC(=S)Nc2ncccc2C)cc1[N+](=O)[O-]
 : -3, 8, -1, -6, -2.1, 95, -0.5, 16, 1
33) COc1cc(NC(=O)CCCc2c[nH]c3ccccc23)cc(OC)c1
 : 6, 6, 4, 1, 4.6, 116, 0.1, -4, -4
34) Cc1cccc(C)c1NC(=O)C1CSC2(C)CCC(=O)N12 (centres undefined)
 : -12, 7, 1, 1, 0.2, 101, 0.1, 6, 4
35) COc1ccc(OC)c(CNC(=O)CCN2C(=O)COc3ccccc32)c1
 : -8, -4, 5, 4, 0.8, 103, -0.2, -4, -3
36) CN1CCN(C(=O)c2ccccc2NC(=O)CCN2C(=O)c3ccccc3C2=O)CC1
 : 18, 5, -7, 0, -1.7, 109, 0.0, 6, -3
37) O=C(c1ccccc1)c1ccc(OC(=O)N2CCCC2)cc1
 : 6, 5, 5, 4, ., 101, 0.0, 7, 3
38) COC(=O)c1cccc(NC(=O)c2cccnc2C(=O)O)c1C
 : -8, 4, 5, -5, -1.0, 103, -0.1, -4, -3
39) Cc1ccc(-n2c(C)cc(/C=C3/C(=N)N4C(c5ccccc5)=CSC4=NC3=O)c2C)cc1
 : 5, 3, -7, 6, -0.9, 104, 0.0, 3, 1
40) CC(C)[C@H](NC(=O)c1ccc(F)cc1)C(=O)N(C)Cc1cccs1
 : 6, -3, 6, ., ., 97, 0.2, -3, .
41) O=C(NCc1ccccc1)C1=C[C@@H](c2coc3ccccc3c2=O)C[C@@H](OCCCCO)O1
 : 16, 6, -3, -3, 0.9, 102, 0.0, 5, -5
42) CCc1nnc(NS(=O)(=O)c2ccccc2)s1
 : -11, 7, -1, -7, 0.2, 94, 0.1, 11, -6
43) CC1(C)OC(=O)CC1C(=O)NCc1ccccc1 (centres undefined)
 : 1, 6, 0, 4, -0.8, 106, 0.0, 4, 2
44) CC(C)CC(=O)Nc1ccc(F)c(Cl)c1
 : -16, 4, -1, 13, 0.1, 105, 0.1, 1, -2
45) CN(C)S(=O)(=O)c1ccc(Cl)c(C(=O)OCC(=O)NC(=O)NC2CCCC2)c1
 : -9, 1, 2, ., ., 82, 0.1, -3, .

Next compounds:
Below each SMILES – ZTA counter, BCLXL inh, GLD-1 TGE inh, EBNA-1 inh, MEX-5 binding, CR mimetic SO, Efflux pump mplx, MCL1 BIM primary, Fam108B counter
46) COc1ccc2oc(=O)cc(CN(C)Cc3ccccc3)c2c1
 : 8, 2, 5, 1, -3.5, 106, 0.0, 3, -1
47) COc1cccc(N/C=C/C(=O)c2ccc(C)cc2)c1
 : 14, -1, 4, 7, 1.1, 117, 0.0, -4, -1
48) COC(=O)c1c(NC(=O)c2ccco2)sc(C(=O)N2CCCC2)c1C
 : -16, 0, -1, 1, -0.6, 105, 0.0, 5, 1
49) Cc1onc(-c2ccccc2)c1C(=O)NCCc1c[nH]c2ccccc12
 : -16, -1, -2, -14, -1.8, 110, 0.1, 0, -1
50) O=C(NCc1n[nH]c(=S)n1-c1cccc(C(F)(F)F)c1)c1ccc(S(=O)(=O)N2CCCC2)cc1
 : -12, -6, -5, -2, -0.4, 118, 0.2, -2, -1
51) O=C(O)CCS(=O)(=O)c1cccc2cccnc12
 : -9, 5, 2, 6, 2.4, 93, 0.0, 2, -2
52) CC(C)C(OC(=O)c1cc2sccc2n1C)C(=O)NCC1CCCO1 (centres undefined)
 : -10, 3, 6, 1, 0.8, 83, 0.0, 7, 0
53) Cc1ccc(NCc2n[nH]c(=S)n2-c2cccc(Cl)c2)cc1
 : -15, -17, -1, -3, -1.4, 97, -0.2, -18, 1
54) CCCOc1ccc(NC(=O)CC2Nc3ccccc3NC2=O)cc1 (centres undefined)
 : 7, 1, 1, 1, 1.3, 92, 0.0, -2, -1
55) Clc1ccc(/C=N/N2CCN(Cc3ccccc3Cl)CC2)cc1
 : -7, 1, 3, -6, 2.6, 92, 0.0, -6, 4
56) CC(C)(C)NC(=O)CN1CCCN(C(=O)c2cccc(S(=O)(=O)N3CCc4ccccc43)c2)CC1
 : -7, 2, 3, ., ., 102, 0.2, -2, .
57) CCOc1ccc(S(=O)(=O)NCCC(=O)NCCc2ccc(OCC)c(OCC)c2)cc1
 : 9, -3, 1, 9, -2.8, 101, 0.0, 3, 9
58) OCCCC1CCCCN1Cc1nc(Cc2ccccc2Cl)no1 (centres undefined)
 : -22, 4, 4, 10, -1.2, 99, -0.1, -1, 0
59) Cc1ccc(OC(=O)C23CC4CC(CC(C4)C2)C3)c(C)n1
 : -9, -1, 5, 3, -1.4, 104, 0.1, -3, 8
60) COc1cc(OC)cc(C(=O)n2cnnc2N)c1
 : -4, 0, 3, 7, 2.4, 115, 0.0, 1, 1

(continued)
Below each SMILES – ZTA counter, BCLXL inh, GLD-1 TGE inh, EBNA-1 inh, MEX-5 binding, CR mimetic SO, Efflux pump mplx, MCL1 BIM primary, Fam108B counter
61) COc1ccc(CN=CC2=C(O)CC(C)(C)CC2=O)cc1
 : 8, -2, 0, 1, 4.0, 102, 0.0, -1, 0
62) COc1ccc(C2(C(=O)c3ccccc3)C(=O)c3ccccc3C2=O)cc1
 : -3, 26, 2, 2, -3.7, 93, -0.1, 14, 0
63) Cc1nnc2sc(SCc3ccc(Br)cc3)nn2c1=O
 : -19, 1, -3, 3, -0.3, 111, 0.1, -1, 6
64) CCCCNC(=S)NC1CCCC1
 : 9, 2, 3, 12, -2.1, 91, 0.1, 1, 2
